Screens deposited in PubChem BioAssay by Dana-Farber Cancer Institute and Novartis Institutes for BioMedical Research (Cambridge, Mass).
USP7 block – inhibitors of human USP7 deubiquitinase. Q93009. purified USP7, Ub-rhodamine cleavage fluorescence. inhibition, % at 20 µM. actives 0.3% (n = 47,000). AID 1645854
USP8 inh – blocks human USP8 ubiquitin-rhodamine cleavage; P40818; purified USP8, Ub-rhodamine cleavage fluorescence, 30 min; inhibition, % at 20 µM; actives 4.2% (n = 47,000); AID 1645853
OTUD3 block – human OTUD3 deubiquitinase inhibition | Q5T2D3 | purified OTUD3, Ub-rhodamine fluorescence, 2 h | inhibition, % at 25 µM | actives 0.7% (n = 47,000) | AID 1645858
UCHL1 block – inhibitors of human UCHL1 deubiquitinase | P09936 | purified UCHL1, Ub-rhodamine cleavage fluorescence | inhibition, % at 20 µM | actives 0.2% (n = 47,000) | AID 1645859
Target sequence (P09936 whole entry, looked up): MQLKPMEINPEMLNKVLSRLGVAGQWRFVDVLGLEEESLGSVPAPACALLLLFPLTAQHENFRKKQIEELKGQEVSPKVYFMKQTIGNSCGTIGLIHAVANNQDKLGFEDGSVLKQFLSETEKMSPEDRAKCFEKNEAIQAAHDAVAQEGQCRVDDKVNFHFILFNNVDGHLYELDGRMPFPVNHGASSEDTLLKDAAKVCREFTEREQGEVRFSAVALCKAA
USP10 block – inhibitors of human USP10 deubiquitinase. Q14694. purified USP10, Ub-rhodamine fluorescence, 60 min. inhibition, % at 20 µM. actives 1.1% (n = 47,000). AID 1645856
Target sequence (Q14694 whole entry, looked up): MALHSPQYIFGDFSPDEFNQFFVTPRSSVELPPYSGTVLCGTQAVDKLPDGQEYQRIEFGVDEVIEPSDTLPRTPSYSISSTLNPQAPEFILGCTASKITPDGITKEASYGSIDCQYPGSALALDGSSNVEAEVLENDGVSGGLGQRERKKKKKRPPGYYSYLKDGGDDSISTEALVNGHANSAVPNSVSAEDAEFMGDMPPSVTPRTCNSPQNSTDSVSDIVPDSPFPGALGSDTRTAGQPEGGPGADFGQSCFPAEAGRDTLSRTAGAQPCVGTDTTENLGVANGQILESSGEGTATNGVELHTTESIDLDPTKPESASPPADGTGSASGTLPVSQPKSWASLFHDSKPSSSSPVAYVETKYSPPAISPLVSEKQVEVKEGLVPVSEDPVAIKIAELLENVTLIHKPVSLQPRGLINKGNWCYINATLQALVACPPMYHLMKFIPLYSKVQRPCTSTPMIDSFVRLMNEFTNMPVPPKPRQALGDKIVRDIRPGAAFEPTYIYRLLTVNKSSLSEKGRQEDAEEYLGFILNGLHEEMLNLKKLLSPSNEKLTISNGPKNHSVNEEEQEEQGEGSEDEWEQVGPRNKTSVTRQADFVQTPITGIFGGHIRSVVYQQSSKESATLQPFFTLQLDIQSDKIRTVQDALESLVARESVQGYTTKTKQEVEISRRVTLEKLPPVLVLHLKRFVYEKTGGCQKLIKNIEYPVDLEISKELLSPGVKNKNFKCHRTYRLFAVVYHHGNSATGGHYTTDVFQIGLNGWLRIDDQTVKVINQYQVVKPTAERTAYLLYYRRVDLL
USP17 inh – inhibitors of human USP17 deubiquitinase; purified USP17, Ub-rhodamine cleavage fluorescence, 3 h; inhibition, % at 50 µM; actives 6.5% (n = 47,000); AID 1645855
USP30 block – human USP30 deubiquitinase inhibition. Q70CQ3. purified USP30, Ub-rhodamine cleavage fluorescence. inhibition, % at 25 µM. actives 5.3% (n = 47,000)
USP28 inh – inhibitors of human USP28 deubiquitinase. Q96RU2. purified USP28, Ub-rhodamine cleavage fluorescence, 30 min. inhibition, % at 25 µM. actives 3% (n = 47,000). AID 1645857
* hit, by the source's call; i = inactive; . = no result given. Rule as the data show it: active = inhibition above about 30%; inactive = the rest. Compounds as they come; about 13% have a hit in one of these screens.

item	SMILES	USP7 block	USP8 inh	OTUD3 block	UCHL1 block
1	COCc1cc(=O)n2c(n1)N(Cc1cccc(C(F)(F)F)c1)CC2	-7	-6	10	-2
2	COc1ccc(NC(=O)c2cccc(-n3cnnn3)c2)c(OC)c1	5	8	3	4
3	Cc1ccc(NC(=O)/C=C/c2cnn(C)c2)cc1C	-1	10	-5	-1
4	Cc1nc(Nc2cnccn2)cc(C2CCCCN2)n1 (stereo unspecified)	1	3	-3	-1
5	Cc1ccc(NC(=O)CSc2nnc(-c3n[nH]c4c3CCC4)n2N)cc1C	8	8	1	5
6	COc1ccc2c(c1)CC(C(=O)Nc1ccccc1OC)CO2 (stereo unspecified)	-8	8	2	0
7	O=C(c1cc2ccccc2o1)N1CCc2sccc2C1c1ccccc1 (stereo unspecified)	4	-1	5	-3
8	CSc1ccccc1NC(=O)COC(=O)C(Cc1c[nH]c2ccccc12)NC(=O)c1ccccc1Cl (stereo unspecified)	3	13	16	4
9	COc1ccc(C(CC(=O)O)NC(=O)C(c2ccccc2)c2ccccc2)cc1 (stereo unspecified)	4	-49	5	0
10	COc1cc(CCC(=O)N2CCCCC2c2ccn3nccc3n2)on1 (stereo unspecified)	3	22	9	0

item	USP10 block	USP17 inh	USP30 block	USP28 inh
1	-4	-2	13	10
2	0	2	3	6
3	0	-1	-6	9
4	-2	.	1	-2
5	36*	5	21	-1
6	-2	3	0	7
7	-4	-6	-3	4
8	3	25	30*	20
9	-1	0	1	-6
10	2	16	12	8

(next part)
item	SMILES	USP7 block	USP8 inh	OTUD3 block	UCHL1 block
11	COc1cc2cc(CN(Cc3cccnc3)C(=O)Nc3ccccc3F)c(=O)[nH]c2cc1OC	-1	12	7	1
12	Nc1ncncc1-c1noc([C@@H]2CCCN2Cc2ccc(Cl)cc2)n1	-3	6	4	2
13	CCc1cc2c(NCc3ccccn3)nc(C)nc2s1	1	0	4	1
14	Cc1nnc(-c2cccc(S(=O)(=O)N3CCCC3c3ccc(F)cc3)c2)o1 (stereo unspecified)	3	15	0	0
15	NC(=O)COC(=O)CCN1c2ccccc2Sc2ccccc21	-4	2	-3	0
16	NC(=O)CC[C@H](NC(=O)[C@H](Cc1ccccc1)n1c(=O)[nH]c2ccccc2c1=O)C(=O)NCC1CCC(C(=O)O)CC1 (stereo partly specified)	6	-16	6	3
17	COc1ccc(CC(=O)Nc2ccccc2-c2nc3ccccc3[nH]2)cc1OC	13	2	16	8
18	Cc1ccc(OCC(=O)Nc2c(C)nc3sccn3c2=O)c(C)c1	1	-20	7	2
19	Cc1cccc(C(=O)Nc2c(C(=O)NCc3ccccn3)[nH]c3ccccc23)c1	-4	-18	-17	0
20	O=C(C1CCCN(c2cnc3nccnc3c2)C1)N1CCN(C2CCCCC2)CC1 (stereo unspecified)	-17	-44	-42	-17

item	USP10 block	USP17 inh	USP30 block	USP28 inh
11	0	5	12	7
12	-5	0	0	0
13	1	-1	7	11
14	-2	2	-23	1
15	4	-2	-6	1
16	-1	4	8	1
17	16	76*	50*	21
18	1	3	-31	11
19	-2	-19	-26	-17
20	-9	-53	-215	-58

Nos. 11 to 12 from above:
item	SMILES	USP7 block	USP8 inh	OTUD3 block	UCHL1 block
11	COc1cc2cc(CN(Cc3cccnc3)C(=O)Nc3ccccc3F)c(=O)[nH]c2cc1OC	-1	12	7	1
12	Nc1ncncc1-c1noc([C@@H]2CCCN2Cc2ccc(Cl)cc2)n1	-3	6	4	2

item	USP10 block	USP17 inh	USP30 block	USP28 inh
11	0	5	12	7
12	-5	0	0	0

Next section.
item	SMILES	USP7 block	USP8 inh	OTUD3 block	UCHL1 block
21	COc1ccc(C)cc1S(=O)(=O)N1C[C@@H](c2ccccc2)[C@H](c2ccn[nH]2)C1	2	7	0	1
22	CCCOC(=O)c1ccc(OCC(O)CN2C(=O)NC(C)(C)C2=O)cc1 (stereo unspecified)	1	7	-5	-1
23	O=C(O)c1cccc(NC(=O)c2nn(Cc3ccccc3)c(=O)c3ccccc23)c1	3	4	-5	5
24	O=C(COc1ccc(Cl)cc1)N1CCc2cc3ccccc3nc21	-2	-12	8	0
25	Cc1ccc(CN2CCc3oc(C)c(C(=O)NCC4CCCO4)c3C2)cc1 (stereo unspecified)	-3	-19	-16	-4
26	CCc1nc(-c2csc(S(=O)(=O)N3CCc4ccccc43)c2)no1	10	3	12	5
27	COc1ccc(Cc2noc(C3(c4ccc(F)cc4)CCOCC3)n2)cc1	-20	10	19	5
28	O=C(c1ccccc1)N1CCC(c2ccnc(Nc3ncccn3)n2)C1 (stereo unspecified)	4	12	3	-1
29	COc1ccccc1CN1C(=O)c2cc3occc3n2CC1(C)C(=O)NC1CCCCC1 (stereo unspecified)	2	13	8	0
30	Cc1cc(NC(=O)CSc2nnc(-c3ccncc3)n2-c2ccccc2)n(-c2ccccc2)n1	-19	-6	-4	-5

item	USP10 block	USP17 inh	USP30 block	USP28 inh
21	2	5	0	3
22	0	-2	1	-2
23	10	7	-1	1
24	-5	65*	-14	2
25	-15	-24	-70	-12
26	5	-1	13	6
27	5	9	-1	8
28	-2	4	21	0
29	0	6	0	0
30	5	-8	8	-11

More entries
item	SMILES	USP7 block	USP8 inh	OTUD3 block	UCHL1 block
31	CCN1C/C(=C\c2ccc(C(F)(F)F)cc2)c2nc3ccccc3c(C(=O)O)c2C1	-18	-137	-177	-16
32	COc1ccc(-c2ccc(SCc3nc(-c4ccccc4Cl)no3)nn2)cc1OC	-1	-300	-13	2
33	Cc1ccc(N2CCn3c(nc4ccccc43)C2)cc1NS(C)(=O)=O	-18	-52	-68	-12
34	Cc1cccc(-c2noc(CNC(=O)Nc3cccc(Cl)c3)n2)c1	6	-23	-6	0
35	CN(C)C(=O)CS(=O)(=O)c1ccc(Cl)cc1	4	14	9	0
36	CCN1[C@H]2CCN(C(=O)CC3CC3)CC[C@@H]2Oc2ccccc2S1(=O)=O	2	-10	3	0
37	COc1ccc(CCC(=O)N2CCc3ccccc32)cc1	1	25	21	2
38	O=C(CN1C(=O)CC(c2ccccc2)Sc2ccccc21)Nc1cccc(C(F)(F)F)c1 (stereo unspecified)	12	-2	6	8
39	O=S(=O)(c1ccc2c(c1)OCCO2)n1c(/C=C/c2ccccc2Cl)nc2ccccc21	7	-8	-4	3
40	Cc1c(C)c2ccc(OC(C)C(=O)NCc3ccncc3)cc2oc1=O (stereo unspecified)	6	3	7	4

item	USP10 block	USP17 inh	USP30 block	USP28 inh
31	-13	-152	i	-98
32	-8	-48	-54	-16
33	-8	-61	-304	-78
34	13	-8	4	7
35	1	9	-22	1
36	-2	2	8	0
37	3	23	25	30
38	17	9	13	3
39	9	-4	-2	0
40	-1	11	11	14

Part of the list above, with the structure last.
nr	USP7 block	USP8 inh	OTUD3 block	UCHL1 block	USP10 block	USP17 inh	USP30 block	USP28 inh	molecule
18	1	-20	7	2	1	3	-31	11	Cc1ccc(OCC(=O)Nc2c(C)nc3sccn3c2=O)c(C)c1
19	-4	-18	-17	0	-2	-19	-26	-17	Cc1cccc(C(=O)Nc2c(C(=O)NCc3ccccn3)[nH]c3ccccc23)c1
20	-17	-44	-42	-17	-9	-53	-215	-58	O=C(C1CCCN(c2cnc3nccnc3c2)C1)N1CCN(C2CCCCC2)CC1 (stereo unspecified)

More entries:
item	SMILES	USP7 block	USP8 inh	OTUD3 block	UCHL1 block
41	COc1ccc(C2(c3nnc(C4CC4C)o3)CCOCC2)cc1 (stereo unspecified)	-3	-4	1	-2
42	CC(C)S(=O)(=O)N1CCn2c(nnc2-c2cncc(Br)c2)C1	4	-96	1	0
43	CN1CCN(C(=O)C2CCN(c3nc4ccc(-c5cccnc5)nc4s3)CC2)CC1	2	11	5	4
44	Cc1cc(C)cc(C(=O)N2CCCn3c(CN4CCCCC4)nnc3C2)c1	1	-37	-1	6
45	c1csc(-c2nc(NCC3CCCO3)c3ccccc3n2)c1 (stereo unspecified)	-4	13	2	5
46	COc1cccc(-n2cc(-c3nc(-c4cccnc4)no3)c3ccccc3c2=O)c1	7	23	14	5
47	CC(=O)NC(CC(=O)OCC(=O)Nc1cc(S(=O)(=O)N2CCCCC2)ccc1C)c1ccccc1 (stereo unspecified)	6	-31	22	4
48	OC(CN1CCC(Cc2ccccc2)CC1)c1ccccc1 (stereo unspecified)	4	-12	7	1
49	COc1ccc2[nH]c(C(=O)NCCCn3ccnc3)cc2c1	-6	-13	-19	-6
50	Cc1nn(C2CCS(=O)(=O)C2)c(C)c1N1CCN(S(=O)(=O)C2CCCCC2)CC1 (stereo unspecified)	0	11	14	0

item	USP10 block	USP17 inh	USP30 block	USP28 inh
41	1	.	-1	-13
42	-3	-25	-13	-5
43	-1	9	-30	-1
44	0	-9	-10	-10
45	0	31*	20	8
46	2	28	31*	15
47	1	1	8	7
48	3	10	6	6
49	-14	0	-57	-30
50	-1	10	5	4

Next entries.
item	SMILES	USP7 block	USP8 inh	OTUD3 block	UCHL1 block
51	O=C(c1n[nH]c2c1CCC2)N1C[C@H]2CC(OCc3ccccc3)C[C@H]2C1 (stereo partly specified)	-12	-6	-8	-3
52	O=C(CSc1nnc(CNC(=O)c2cccs2)o1)c1ccccc1	1	0	6	2
53	O=C(NCc1noc(C2CCCCC2)n1)C1CCCC1	-5	-1	-6	-4
54	Cc1cc(-c2noc(-c3cccnc3)n2)c2ccccc2n1	-4	-6	-9	-2
55	O=C(CCC1=NS(=O)(=O)c2ccccc2N1)N1CCN(c2cccc(Cl)c2)CC1	4	-3	5	3
56	c1ccc(CCNc2nc(-c3ccccc3)c(-c3ccccc3)s2)cc1	12	12	0	6
57	O=C(NCc1cccc(F)c1)C1Oc2ccccc2NC1=O (stereo unspecified)	-5	-6	0	0
58	Cc1c(C)n(Cc2ccccc2)c2ncnc(Sc3ccc(C(C)C)cc3)c12	7	-21	-4	3
59	COc1c(C2CCCN2Cc2nnsc2Cl)c(C)nn1C (stereo unspecified)	-4	-14	-2	-5
60	Fc1ccccc1-c1nnc2c(C(F)(F)F)nc3ccccc3n12	0	-11	15	3

item	USP10 block	USP17 inh	USP30 block	USP28 inh
51	-4	1	-33	-7
52	2	-2	16	25
53	-1	-13	-8	-21
54	-3	40*	0	0
55	4	-7	10	2
56	3	3	12	0
57	1	.	-4	2
58	5	-17	-13	-9
59	-1	-23	.	.
60	1	-1	11	11

(list continues)
item	SMILES	USP7 block	USP8 inh	OTUD3 block	UCHL1 block
61	O=C(NCc1ccc(-c2nc3cnccc3o2)cc1)c1cc2ccccc2o1	12	-17	-6	-9
62	COc1cccc(N2CCCN(C(=O)c3ccc4nc(C)[nH]c4c3)CC2)c1	9	12	-14	2
63	CNC(=O)C1CN(c2cc(C)ncn2)CCN(C2CCOCC2)C1 (stereo unspecified)	1	6	-8	-2
64	Cc1ccc(NS(=O)(=O)c2cc(C(=O)NCc3ccco3)ccc2Cl)cc1	1	8	-2	2
65	O=C(CSc1nc2ccccc2n1S(=O)(=O)c1ccc(Br)cc1)Nc1ccc(Br)cc1F	0	14	13	5
66	COc1cc2c(cc1OC)-c1c(c(C(=O)NCC3CCCO3)nn1-c1ccccc1F)C2 (stereo unspecified)	1	0	-14	2
67	COC1CCN([C@@H]2[C@@H](O)[C@H](Oc3ccccc3)C[C@H]2NC(C)=O)CC1	4	7	-13	0
68	Cc1ccc(C(=O)NC(C)c2nc3ccccc3n2CC(=O)N2CCc3ccccc32)cc1 (stereo unspecified)	-13	63*	-38	7
69	COc1ccc(NC(=O)COc2cccnc2[N+](=O)[O-])cc1Cl	5	2	-1	0
70	O=C(c1ccccc1)N1CCN(Cc2noc3ccccc23)CC1	-1	0	3	1

item	USP10 block	USP17 inh	USP30 block	USP28 inh
61	-4	81*	-14	0
62	3	-11	-82	-6
63	-10	-12	-35	-13
64	3	-5	-21	4
65	7	34*	0	27
66	2	-11	-8	-9
67	-4	-7	-280	-68
68	7	76*	63*	25
69	0	16	-5	-10
70	0	-2	3	-2

Additional compounds.
item	SMILES	USP7 block	USP8 inh	OTUD3 block	UCHL1 block
71	CN1C(=O)C(C)(C)COc2ccc(NS(=O)(=O)c3cccc(F)c3)cc21	6	12	7	3
72	Cc1ccc(OCCNC(=O)c2nc(-n3cnnc3)ccc2Br)cc1C	-12	-52	-11	-8
73	Cc1nc(N2CCCC2)ncc1-c1cc(=O)[nH]c(NCCc2ccccc2)n1	0	13	5	4
74	Cc1[nH]c2ccccc2c1C1c2ccccc2C(=O)N1CC(=O)NCCc1ccccc1 (stereo unspecified)	-5	0	-7	2
75	COc1ccc2nc(C(=O)N3CCN(c4cccc(C)c4C)CC3)cn2n1	-6	2	9	2
76	CCCOc1ccc(C2CN3C(=O)CN(C4CCCC4)C(=O)[C@]3(C)c3[nH]c4ccccc4c32)cc1OC (stereo partly specified)	1	0	-3	4

item	USP10 block	USP17 inh	USP30 block	USP28 inh
71	3	11	-14	12
72	-7	1	-110	-3
73	15	50*	64*	5
74	-5	4	-7	1
75	3	2	-2	2
76	3	0	9	0
